PhoP GFP inhibition: PhoP regulon inhibitors, Salmonella typhi PhoP promoter GFP reporter, confirmatory (AID 1850) | Salmonella Typhi PhoP-promoter GFP reporter, fluorescence, 4 h; higher % means a stronger effect | one-dose inhibition, % at 50 µM; IC50 in µM for titrated hits | actives 0.33% (n = 310,000); in the data active means a potency from the dose series; inconclusive means inhibition mostly from about 25% at the one dose, without a potency; inactive means the rest, 99 in 100 with inhibition below about 19%;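 further: 0% = induced wells with vehicle and 100% = uninduced wells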
M. tuberculosis HTS: M. tuberculosis growth inhibition, HTS (AID 449762); actives 0.59% (n = 330,000); inhibition, % at 25 µM, or IC50 in µM where a hit was titrated; M. tuberculosis H37Rv growth inhibition, 7H9 media; higher % means a stronger effect; in the data active means a potency from the dose series; inconclusive means inhibition above about 70% without an active follow-up result;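 further: bacterial growth assessed after seven days of incubation; strong numbers were not always called active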
tuberculosis growth: growth inhibition of non-replicating M. tuberculosis (AID 488890) | Mycobacterium tuberculosis non-replicating, growth inhibition; higher % means a stronger effect | inhibition, % at 25 µM, or IC50 in µM where a hit was titrated | actives 0.39% (n = 320,000); in the data active means a potency from the dose series; inconclusive means inhibition mostly from about 82% at the one dose, without a potency; inactive means the rest, 99 in 100 with inhibition below about 76%;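 further: plate controls were DMSO cells for no effect and high antibiotic wells for full effect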
VEEV TC-83 Vero: inhibitors of VEEV TC-83 cytopathic effect, confirmation, Vero cells (AID 588727) | Vero cells, VEEV TC-83 cytopathic effect inhibition; higher % means a stronger effect | inhibition, % at 20 µM; hits with a dose series show IC50 in µM | actives 0.13% (n = 350,000); in the data active means a potency from the dose series; inconclusive means inhibition mostly from about 14% at the one dose, without a potency; inactive means the rest, 99 in 100 with inhibition below about 12%; further: strong numbers were not always called active
influenza NS1A: H1N1 influenza NS1A inhibitors, functional cell based assay (AID 504329); actives 0.3% (n = 340,000); NS1A functional cell-based assay, percent inhibition; higher % means a stronger effect; one-dose inhibition, % at 12.5 µM; IC50 in µM for titrated hits; in the data active means a potency from the dose series; inconclusive means inhibition above about 27% without an active follow-up result; further: strong numbers were not always called active
VEEV TC-83 Vero 10K pilot screen: further read-out of VEEV TC-83 Vero, marked with its call; inhibition, %; measured here: 10K pilot screen inhibition
Starred values were filed as active, the others as inactive; i = inactive; ? = inconclusive; . = not tested or not shown; & = joins results of further samples.

SMILES	PhoP GFP inhibition	M. tuberculosis HTS	tuberculosis growth	VEEV TC-83 Vero	influenza NS1A	others
C/C(=N\NC(=S)NC1CCCCC1)c1cccc(C(F)(F)F)c1	0%	-4%	23%	1.0%	14%
Cc1cccc(NC(=O)CCCC(=O)OC(C)C(=O)c2ccccc2)c1 (stereo not given)	2%	-3%	-4%	1.9%	-4%
COc1ccc(Nc2nc(C)nc3c2nnn3Cc2ccccc2Cl)c(OC)c1	6%	-6%	-6%	i	5%
Cc1c(OC(C(=O)O)c2ccccc2)ccc2c1oc(=O)c1ccccc12 (stereo not given)	-2%	-3%	-8%	0.5%	18%
CC(C)Oc1cccc(NC(=O)c2cnccc2C(F)(F)F)c1	-1%	-5%	-14%	1.3%	-16%
NC(CCC(=O)O)C12CC3CC(CC(C3)C1)C2 (stereo not given)	1%	-2%	-4%	i	0%
O=C1N=c2ccccc2=C1c1[nH]c(=S)[nH]c1O	-16%	3%	.	0.3%	10%
COc1ccccc1N(CC(O)Cn1ccnc1C)S(=O)(=O)c1ccccc1 (stereo not given)	6%	14%	74%	1.1%	-4%
CC(C)(C)c1ccc(C(=O)NCC(=O)OCC(=O)N2CCN(S(=O)(=O)c3ccc(Cl)cc3)CC2)cc1	-1%	9%	22%	3.3%	-2%
Cc1ccc(CCNS(=O)(=O)c2ccc3c(c2)NC(=O)CCS3)cc1	7%	9%	27%	2.2%	-11%
CCn1c(SCC(=O)Nc2nccs2)nnc1-c1ccc(S(=O)(=O)N2CCCCC2)cc1	7%	-2%	14%	2.1%	0%
COc1cccc(N(C(=O)c2sc(C)nc2C)C(C(=O)NCC2CCCO2)c2ccccc2)c1 (stereo not given)	11%	-2%	5%	i	-8%
C=CCN1C(=O)c2ccccc2Sc2ccc(C(=O)N3CCN(C)CC3)cc21	3%	0%	23%	2.8%	3%
CN(C)c1ccc(N2CC(C)(C)C2=O)cc1	1%	-3%	-18%	1.2%	6%
CCN(C(=S)NC(=O)CCc1ccccc1)c1ccccc1	3%	1%	7%	i	6%
CCn1c(C(=O)NCc2ccccn2)cc2sccc21	-6%	-3%	13%	4.0%	22%
O=C(Nc1ccccc1)Oc1cccc(Br)c1	4%	-15%	-18%	5.9%	6%
CSCCC(NS(=O)(=O)c1cccc(C(F)(F)F)c1)C(=O)Nc1ccccc1N1CCCC1 (stereo not given)	-1%	3%	25%	1.1%	-3%
Cc1ccc(S(=O)(=O)N2CCCC2C(=O)Nc2ccc(O)cc2)cc1 (stereo not given)	-12%	-10%	-3%	i	0%
COc1cccc(C(=O)Nc2cc(Cl)c(O)c(Cl)c2)c1	7%	-3%	19%	i	-15%
Cc1cc(C)cc(N2CC(C)Cn3c2nc2c3c(=O)[nH]c(=O)n2C)c1 (stereo not given)	6%	-1%	23%	0.6%	-5%
Cc1csc(NC(=O)C(Cc2ccccc2)n2cccc2)n1 (stereo not given)	-14%	-1%	.	5.9%	5%
CC(Sc1nnnn1-c1ccc(O)cc1)c1nc2ccccc2c(=O)[nH]1 (stereo not given)	9%	15%	4%	2.2%	5%
O=c1[nH]c(=O)n(-c2ccccc2Cl)c(O)c1C=NCCN1CCCCC1	3%	-1%	10%	i	-2%	VEEV TC-83 Vero 10K pilot screen=0.3
COc1ccc(CN2CCN(C(C)C(=O)N3CCc4ccccc43)CC2)cc1OC (stereo not given)	-4%	4%	3%	i	4%

(list continues)
SMILES	PhoP GFP inhibition	M. tuberculosis HTS	tuberculosis growth	VEEV TC-83 Vero	influenza NS1A	others
CC(C)c1ccc(CCNC(=O)CCNS(=O)(=O)c2ccc(Br)cc2)cc1	.	1%	7%	0.7%	0%
CC[C@@H]1CCCCc2ccccc2[C@@H](C(=O)C[C@@H](O)CC(C)=O)OC1=O	.	-2%	-4%	i	-8%
CCCc1cc(=O)[nH]c(SCC(=O)Nc2cc(S(=O)(=O)N3CCOCC3)ccc2Cl)n1	.	1%	4%	i	0%
O=C(O)C1=C(C(=O)Nc2ccc(F)c(Cl)c2)CCCC1	1%	-1%	-4%	8.4%	11%
c1csc(-c2cnc3n2CCCC3)c1	10%	-1%	-6%	0.9%	6%
COc1ccc(C2=CC(c3ccc(Cl)cc3)n3cnnc3N2)cc1OC (stereo not given)	-13%	2%	.	5.7%	6%
CC12CCC(=O)N1C(C(=O)Nc1nc3ccc(S(C)(=O)=O)cc3s1)CS2 (stereo not given)	-6%	-9%	-12%	2.4%	-7%
O=C1c2c(O)cc(O)cc2O[C@H](c2ccc(O)c(O)c2)[C@@H]1O	12%	10%	-6%	.	.
Cc1cc(=O)oc2ccc(OC(=O)c3cccc(S(=O)(=O)N4CCOCC4)c3)cc12	6%	46%	9%	1.1%	-8%
CC(=O)Nc1ccc(NC(=O)CSc2nnc(C)c(=O)[nH]2)cc1	3%	7%	16%	0.2%	-9%
Cc1ccc(NC(=O)C2CCCN2c2nn3c(=O)cc(C)nc3s2)cc1 (stereo not given)	5%	-3%	6%	i	0%
C=CCN1C(=O)/C(=C/c2ccc(-c3ccc(F)cc3)o2)SC1=S	-8%	15%	11%	i	17%
O=C(CSc1nc(Cc2ccccc2)nc2ccccc12)c1ccc2c(c1)OCCO2	4%	-4%	-2%	0.4%	0%
Cc1ccc(CC(=O)N(C)CC(=O)N(CC(C)C)c2c(N)n(CC(C)C)c(=O)[nH]c2=O)cc1C	1%	-7%	-6%	4.1%	-6%
O=C(N/C(=C\c1ccc([N+](=O)[O-])cc1)C(=O)N1CCCCC1)c1ccco1	6%	9%	-2%	1.1%	-10%
CC(C)(C)C(=O)C[n+]1cccc(C(N)=O)c1	4%	11%	-7%	i	7%
OCn1c2ccccc2c2ccccc21	-9%	3%	8%	i	2%
Cc1ccccc1Cn1cnc2c(nnn2Cc2ccc(F)cc2)c1=O	1%	2%	10%	i	-6%
CCn1ncc([N+](=O)[O-])c1C(=O)N1CCc2ccccc2C1	1%	-6%	-8%	0.7%	-2%
COc1ccc(NC(=O)CN(C)S(=O)(=O)c2ccccc2)cc1OC	6%	-2%	0%	i	20%
CCc1ccc(CN(C(=O)c2ccco2)C2CCS(=O)(=O)C2)cc1 (stereo not given)	2%	23%	-4%	1.3%	-4%
Cc1ccc(-c2onc3ccc(C4OCCO4)cc23)cc1	6%	3%	12%	2.6%	-9%
CC1CCc2sc(C(=O)NC(C)C3CCCO3)cc2C1 (stereo not given)	-3%	5%	27%	0.9%	-11%
COc1ccccc1/C=C/C(=C1/C(=O)N(c2ccccc2)N=C1C)c1ccc(C)cc1	-5%	9%	12%	1.5%	-1%
COc1ccc(-c2noc3c2-c2nc(-c4ccccc4C)sc2CC3)cc1	-32%	?	15%	.	.

Structures above with a nitro group on carbon, in the order listed:
SMILES	PhoP GFP inhibition	M. tuberculosis HTS	tuberculosis growth	VEEV TC-83 Vero	influenza NS1A	others
O=C(N/C(=C\c1ccc([N+](=O)[O-])cc1)C(=O)N1CCCCC1)c1ccco1	6%	9%	-2%	1.1%	-10%
CCn1ncc([N+](=O)[O-])c1C(=O)N1CCc2ccccc2C1	1%	-6%	-8%	0.7%	-2%

Next structures follow:
SMILES	PhoP GFP inhibition	M. tuberculosis HTS	tuberculosis growth	VEEV TC-83 Vero	influenza NS1A	others
Cc1cc(=O)oc2cc(NC(=O)C(C)Oc3ccccc3)ccc12 (stereo not given)	8%	2%	-13%	1.3%	-10%
Cc1ccc(C(C(=O)NC2CCCC2)N(CCCO)C(=O)Cn2nnc(-c3ccc(C)o3)n2)cc1 (stereo not given)	-4%	-6%	3%	3.6%	0%
COc1ccc(C)cc1N(CC(=O)N1CCCCCC1)S(=O)(=O)c1ccccc1	12%	-3%	9%	0.1%	0%
CCOc1ccccc1-c1nc(C(N)=O)c2[nH]c(=O)n(-c3ccc(F)cc3)c2n1	0%	4%	.	1.1%	-19%
CCOC(=O)c1ccc(NC(=S)NCc2ccccc2)cc1	4%	63%	?	0.6%	-1%
CCN(CC(=O)Nc1ccc2c(c1)OCCO2)CC(=O)Nc1ccccc1C(F)(F)F	.	3%	-6%	i	-20%
CCOC(=O)c1sc(Nc2ccccc2)nc1C	-5%	0%	18%	7.1%	-4%
CCN(Cc1ccccc1)C(=O)CCS(=O)(=O)c1ccc2c(c1)n(C)c(=O)c(=O)n2C	10%	-5%	0%	0.2%	5%
COc1ccccc1NC(=O)c1ccc(COc2ccc3c(c2)CCC3)cc1	-10%	7%	-8%	i	-1%
Cc1ccc2c(c1)cc1c(=O)n(CC(=O)N3CCCC3)nc(C)n12	3%	-18%	0%	4.1%	9%
CN1C(=O)S/C(=C/c2ccccc2OCc2ccc(C(=O)O)cc2)C1=O	13%	3%	-3%	4.7%	-7%
O=C1CC(NCc2ccc3c(c2)OCO3)C(=O)N1Cc1ccc2c(c1)OCO2 (stereo not given)	7%	-7%	11%	0.2%	17%
COC(=O)c1sccc1NC(=O)c1cccs1	-19%	2%	6%	0.2%	.
CN1C(C(=O)N2CCc3ccccc3C2)=CC(c2ccc(F)cc2)=NS1(=O)=O	-3%	3%	21%	2.5%	14%
Cc1cccc(Oc2ccc(NC(=O)c3ccccc3C(=O)O)cc2)c1C	7%	-3%	-13%	6.3%	-6%
NS(=O)(=O)c1ccc(CCNC(=O)CN2CCN(c3ccccc3F)CC2)cc1	-4%	-1%	-4%	0.8%	-3%
O=c1cc(CSc2ccccc2)[nH]c2ccccc12	3%	0%	-4%	1.6%	-7%
Cc1ccccc1NS(=O)(=O)c1cc2c3c(c1)C(C)C(=O)N3CCC2 (stereo not given)	2%	?	17%	0.7%	0%
CCOC(=O)Nc1ccc2ncn(C)c(=O)c2c1	-4%	0%	.	0.4%	-16%
O=C(c1ccc(Cl)cc1)C1CCN(C(=O)N2CCOCC2)CC1	-1%	-6%	-5%	3.9%	5%
COc1cc(OC)c(C(=O)CCCN2CCCC2)c(OC)c1	3%	-2%	2%	i	-9%
CCCCCOc1ccccc1C(=O)NCCC(=O)O	5%	2%	2%	i	-8%
C=CCNC(=O)C1CC(=O)N(c2ccc(OCC(=O)Nc3ccc(OC)cc3)cc2)C1 (stereo not given)	-3%&13%	0%	2%	0.9%	-3%
CN(C)C(=N)c1n[nH]nc1SCc1ccccc1	-6%	1%	2%	1.7%	1%
CC(NC(=O)C1CSC2(C)CCC(=O)N12)c1ccccc1Cl (stereo not given)	-8%	-9%	-32%	0.6%	-3%
Cc1ccc(S(=O)(=O)CCC(=O)OCC(=O)NC(C)c2ccc(F)cc2)cc1 (stereo not given)	.	-11%	18%	2.4%	-7%

For reference, 17 of the compounds above:
SMILES	PhoP GFP inhibition	M. tuberculosis HTS	tuberculosis growth	VEEV TC-83 Vero	influenza NS1A	others
C/C(=N\NC(=S)NC1CCCCC1)c1cccc(C(F)(F)F)c1	0%	-4%	23%	1.0%	14%
Cc1cccc(NC(=O)CCCC(=O)OC(C)C(=O)c2ccccc2)c1 (stereo not given)	2%	-3%	-4%	1.9%	-4%
COc1ccc(Nc2nc(C)nc3c2nnn3Cc2ccccc2Cl)c(OC)c1	6%	-6%	-6%	i	5%
Cc1c(OC(C(=O)O)c2ccccc2)ccc2c1oc(=O)c1ccccc12 (stereo not given)	-2%	-3%	-8%	0.5%	18%
CC(C)Oc1cccc(NC(=O)c2cnccc2C(F)(F)F)c1	-1%	-5%	-14%	1.3%	-16%
NC(CCC(=O)O)C12CC3CC(CC(C3)C1)C2 (stereo not given)	1%	-2%	-4%	i	0%
O=C1N=c2ccccc2=C1c1[nH]c(=S)[nH]c1O	-16%	3%	.	0.3%	10%
COc1ccccc1N(CC(O)Cn1ccnc1C)S(=O)(=O)c1ccccc1 (stereo not given)	6%	14%	74%	1.1%	-4%
CC(C)(C)c1ccc(C(=O)NCC(=O)OCC(=O)N2CCN(S(=O)(=O)c3ccc(Cl)cc3)CC2)cc1	-1%	9%	22%	3.3%	-2%
Cc1ccc(CCNS(=O)(=O)c2ccc3c(c2)NC(=O)CCS3)cc1	7%	9%	27%	2.2%	-11%
CCn1c(SCC(=O)Nc2nccs2)nnc1-c1ccc(S(=O)(=O)N2CCCCC2)cc1	7%	-2%	14%	2.1%	0%
COc1cccc(N(C(=O)c2sc(C)nc2C)C(C(=O)NCC2CCCO2)c2ccccc2)c1 (stereo not given)	11%	-2%	5%	i	-8%
C=CCN1C(=O)c2ccccc2Sc2ccc(C(=O)N3CCN(C)CC3)cc21	3%	0%	23%	2.8%	3%
CN(C)c1ccc(N2CC(C)(C)C2=O)cc1	1%	-3%	-18%	1.2%	6%
CCN(C(=S)NC(=O)CCc1ccccc1)c1ccccc1	3%	1%	7%	i	6%
CCn1c(C(=O)NCc2ccccn2)cc2sccc21	-6%	-3%	13%	4.0%	22%
O=C(Nc1ccccc1)Oc1cccc(Br)c1	4%	-15%	-18%	5.9%	6%

Screens from PubChem.
